FXIa inh mix: FXIa protease inhibitors in compound pools, primary screen, biochemical, 10-compound mixtures; purified FXIa, fluorogenic substrate, pooled mixtures; 0.19% of 62,000 active; inhibition, % at 5 µM; Coagulation factor XI (Homo sapiens), P03951; AID 680, 2007;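 also: each value is inhibition by a whole ten-compound pool holding the compound; 0% = enzyme with no mixture and 100% = wells lacking enzyme; strong numbers were not always called active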
CatS inh: inhibitors of human cathepsin S, biochemical, compound mixtures; 0.06% of 62,000 active; inhibition, %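 (tested at 5 µM per compound within 10-compound mixtures)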; recombinant cathepsin S, AMC dipeptide fluorescence, pooled mixtures; P25774; AID 501, 2006; in the data active = inhibition above about 32%, passing the limit was not always enough; inconclusive = no clear call, values can overlap the other calls;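 also: 0% = enzyme without compound and 100% = blank without enzyme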
Target sequence (P25774 115-331 limits assumed): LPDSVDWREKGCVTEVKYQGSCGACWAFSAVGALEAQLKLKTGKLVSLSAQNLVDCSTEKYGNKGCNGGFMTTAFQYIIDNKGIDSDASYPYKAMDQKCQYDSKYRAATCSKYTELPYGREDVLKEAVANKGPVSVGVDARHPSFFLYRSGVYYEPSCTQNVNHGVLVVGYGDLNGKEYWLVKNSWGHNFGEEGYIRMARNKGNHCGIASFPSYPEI
FXIIa inh mix: human factor XIIa inhibitors, primary screen, biochemical, pooled compound mixtures, fluorogenic substrate | purified FXIIa | inhibition, % at 5 µM | 0.2% of 62,000 active | AID 684, 2007;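 also: 0% = enzyme without compound and 100% = no enzyme blank; some results filed as inactive read as strong as hits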
JNK3 blocker: JNK3 kinase activity inhibitors, primary screen, biochemical, human, purified enzyme; inhibition, % at 8 µM; HTS; AID 746, 2007; 0.61% of 60,000 active; in the data active = inhibition above about 17%;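 also: 0% = DMSO and 100% = reference inhibitor; many of its hits are not listed in these tables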
CatG inh: human cathepsin G inhibitors, primary screen, biochemical, pooled compound mixtures, AMC fluorescence. purified enzyme, AMC-tetrapeptide fluorescence. inhibition, % at 5 µM (by protocol). 0.2% of 62,000 active;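 active = inhibition above 20% in each of the two mixture wells holding the compound; inactive = inhibition of 20% or less in either well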;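 also: 0% = enzyme control without mixture and 100% = blank lacking enzyme; strong numbers were not always called active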
C1s block: complement C1s protease inhibitors, primary screen, biochemical, 10-compound mixtures; AID 538, 2006; 0.16% of 62,000 active; mean inhibition % of two 10-compound mixtures (active compounds read high), % at 5 µM (by protocol); purified C1s, fluorogenic AMC substrate, pooled mixtures;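 active = inhibition above 20% in each of the two 10-compound mixture wells holding the compound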;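 also: 0% = enzyme wells lacking compound mixture and 100% = no-enzyme blank wells; some compounds called inactive have numbers as strong as hits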
Target sequence (P09871 16-437 limits assumed): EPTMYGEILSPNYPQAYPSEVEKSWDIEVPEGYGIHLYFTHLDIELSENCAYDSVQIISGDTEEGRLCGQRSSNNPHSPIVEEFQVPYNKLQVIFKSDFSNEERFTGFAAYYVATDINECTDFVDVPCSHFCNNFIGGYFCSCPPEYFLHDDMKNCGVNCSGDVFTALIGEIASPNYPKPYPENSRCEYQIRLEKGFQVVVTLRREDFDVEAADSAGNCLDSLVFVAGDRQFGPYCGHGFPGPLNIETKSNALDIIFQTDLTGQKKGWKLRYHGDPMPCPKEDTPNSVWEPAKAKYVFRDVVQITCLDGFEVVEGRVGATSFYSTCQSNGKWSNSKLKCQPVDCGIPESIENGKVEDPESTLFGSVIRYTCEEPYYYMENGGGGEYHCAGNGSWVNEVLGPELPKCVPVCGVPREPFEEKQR
Target sequence (P09871 438-688 limits assumed): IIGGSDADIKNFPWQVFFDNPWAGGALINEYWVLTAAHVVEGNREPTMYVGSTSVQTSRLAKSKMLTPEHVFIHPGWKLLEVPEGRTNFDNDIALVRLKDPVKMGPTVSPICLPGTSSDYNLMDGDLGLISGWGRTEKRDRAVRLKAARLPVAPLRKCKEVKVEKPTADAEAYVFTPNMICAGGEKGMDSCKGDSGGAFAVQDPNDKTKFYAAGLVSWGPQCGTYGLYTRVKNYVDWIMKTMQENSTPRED
CatL inh: inhibitors of human cathepsin L, biochemical. Procathepsin L (Homo sapiens), P07711. 0.17% of 58,000 active. purified cathepsin L, fluorogenic substrate, fluorescence. inhibition, %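 (tested at 10 µM)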; in the data active = inhibition above about 45%;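 also: 0% = enzyme with no compound and 100% = no enzyme blank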
ROCK2 blocker: inhibitors of human ROCK2 kinase, primary screen, biochemical, high-throughput, luminescence. 0.35% of 60,000 active. purified ROCK2, Kinase-Glo ATP depletion luminescence. AID 604, 2007. inhibition, % at 6 µM. Rho-associated protein kinase 2 (Homo sapiens), O75116;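 active = inhibition above the screen-wide mean inhibition plus 3 SD, cut at about 18% in these data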;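 also: plate controls were DMSO wells for no effect and Y-27632 control wells after no-enzyme background subtraction for full effect; many of its hits are not listed in these tables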
PKA inh: inhibitors of human PKA kinase activity, primary screen, biochemical, ATP-depletion luminescence, Kemptide substrate; cAMP-dependent protein kinase catalytic subunit alpha (Homo sapiens), P17612; PKA Kemptide phosphorylation, Kinase-Glo ATP luminescence; inhibition, % at 6 µM; 0.1% of 65,000 active; AID 524, 2006;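 active = inhibition above the screen-wide mean inhibition plus 3 SD, cut at about 21% in these data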; also: many of its hits are not listed in these tables
Active calls of the source: *; u = inconclusive; x = not tested or not shown. Rule as the data show it, unless noted: active = inhibition above about 20% (passing the limit was not always enough); inactive = the rest.

SMILES	FXIa inh mix	CatS inh	FXIIa inh mix	JNK3 blocker	CatG inh	C1s block	CatL inh	ROCK2 blocker	PKA inh
CC(C)n1c(SCc2ccccc2F)nc2c1c(=O)n(C)c(=O)n2C	4	3	4	4	10	8	x	5	7
CCS(=O)(=O)CCn1c([N+](=O)[O-])cnc1C	1	13	2	2	-5	-18	1	6	2
COC(=O)c1ccc(CSc2nnnn2Cc2ccccc2)cc1	2	21	4	1	2	-9	-3	-1	4
Cc1c(NC(=O)C(C)Sc2nc3ccccc3c(=O)n2CCO)c(=O)n(-c2ccccc2)n1C (centres undefined)	10	-1	-27	7	0	4	-2	4	0
Cc1cccc(C)c1NC(=O)CSc1nnnn1C	1	u	-2	0	9	14	9	0	4
CC(=O)Nc1nc2c(c3c1c(=O)oc1ccccc13)CCCCC2	-7	9	3	1	8	-5	20	8	2
Cc1ccc2c(CC(=O)O)coc2c1C	-2	8	-24	x	-5	25	11	x	2
CCOC(=O)/C(C#N)=C1\Nc2ccccc2N=C1N(CC(C)C)CC(C)C	2	16	46	3	2	-28	-3	3	2
CCOC(=O)C(C)Oc1ccc(C2NC(=O)NC(C)=C2C(=O)Nc2ccccc2C)cc1 (centres undefined)	5	-3	3	-3	9	1	x	6	6
CC1CCc2nn(CC(=O)Nc3ccc(F)cc3F)cc2C1 (centres undefined)	8	3	3	-1	-5	-6	6	3	-2
COc1cccc(C2=N/C(=C\N(C)C)C(=O)O2)c1	4	0	-24	1	-2	-2	1	0	5
OCCN=C(c1ccccc1)C12CN3CN(CN(C3)C1)C2	x	x	x	5	x	x	-7	1	-3
Cc1cccc(Cn2cnc3c(nnn3Cc3ccc(Cl)cc3)c2=O)c1	11	2	0	-1	0	-4	10	1	6
Cc1nc2ncnn2c(C)c1CCC(=O)Nc1csc(N)n1	2	-6	7	-9	-3	-8	-3	2	6
CCCCSc1nnc([C@H](C)NC(=O)OC(C)(C)C)o1	8	-3	3	4	-2	-1	-4	-4	-10
COc1ccccc1N1CCN(C2=CC(=O)CCC2)CC1	9	-3	0	x	9	17	-6	x	8
CCN(CC)C(=O)CN(c1cc(Cl)ccc1OC)S(C)(=O)=O	-2	-10	3	3	11	-17	7	7	9
COCCN1C(=O)C(=O)/C(=C(/O)c2cccc(OC)c2)C1c1ccc(C)o1 (centres undefined)	3	7	-15	x	7	1	-2	x	8
CCCOC(=O)c1ccc(Oc2c(-c3ccc(O)cc3O)n[nH]c2C)cc1	-7	-6	2	2	7	-7	7	2	7
CN1CCN(C(=O)CN(Cc2ccc(Cl)cc2)S(C)(=O)=O)CC1	-16	-30	-1	2	-18	-47	-4	2	-2
O=C(COc1ncnc2ccccc12)N1CCN(S(=O)(=O)c2ccccc2)CC1	3	5	-4	-5	-8	-33	3	6	8
Cc1nnc(SCC(=O)Nc2ccc(Br)cn2)[nH]c1=O	6	6	41	-1	1	0	2	0	1
CCCCCCn1c(SCCC)nc2c1c(=O)[nH]c(=O)n2C	2	13	3	-6	1	7	12	5	10
O=C(CSc1nnc(COc2ccccc2)n1Cc1ccco1)NCc1ccco1	3	-2	10	6	8	8	-3	4	8
Cc1ccc(S(=O)(=O)NC(=NC(C)C(=O)O)c2ccccc2)cc1 (centres undefined)	4	-1	6	0	9	9	x	6	10
Cc1c(NS(=O)(=O)c2ccc3c(c2)CCN3C(=O)C2CC2)c(=O)n(-c2ccccc2)n1C	-1	9	13	-5	0	-51	10	-6	-6
COc1ccc(CNC(=O)C2COc3ccccc3O2)cc1 (centres undefined)	-3	2	-20	0	4	-31	17	8	12
COCc1cc(C)nc(SCC(=O)N2CCC(C)CC2)c1C#N	4	9	10	3	10	16	12	1	0
CCOc1ccccc1NC(=O)c1cnc2n(c1=O)CCS2	4	8	1	5	0	2	12	-3	-4
COc1cccc(NC=C2C(=O)OC3(CCCCC3)OC2=O)c1	0	-3	3	x	6	-34	-6	x	-6
CCCOc1cccc(C2C(C(=O)c3ccc(C)o3)=C(O)C(=O)N2CCCN(C)C)c1 (centres undefined)	x	x	x	-2	x	x	35	-14	0
O=C(O)C1CCCCN1S(=O)(=O)c1ccc(Cl)s1 (centres undefined)	3	0	6	1	-4	-19	-8	4	8
CCCCCOc1ccc(C2NC(=O)NC2=O)cc1 (centres undefined)	-1	-4	3	3	-4	-7	12	-3	1
O=C(CN1CCN(c2ccccn2)CC1)N1c2ccccc2Sc2ccc(C(F)(F)F)cc21	1	16	4	-4	11	7	-14	-4	-8
COC(=O)Cc1[nH]nc2c1C1(C(=O)N(Cc3ccccc3)c3ccccc31)C(C#N)=C(N)O2 (centres undefined)	2	-6	5	x	8	44	1	x	4
CCc1nnc(NC(=O)CN2C(=O)c3ccccc3S2(=O)=O)s1	7	1	2	-3	9	13	12	8	11
O=C(CCCOc1ccc(Cl)cc1Cl)NCCCO	6	-6	0	1	-1	-1	-4	3	10
O=C(NCc1ccccc1)c1n[nH]nc1-c1ccccc1O	-4	0	-1	0	7	-7	-7	-2	3
COc1ccc(C2(O)CCN(Cc3nnnn3Cc3ccc(C)cc3)CC2)cc1	2	-3	5	-4	2	-1	15	-10	-3
CC(=O)C1=C(C)NC(SCC(=O)c2ccc(Cl)cc2)=C(C#N)C1c1ccco1 (centres undefined)	1	1	10	15	9	11	2	4	2
CC(=O)C1=C(O)C(=O)N(Cc2cccnc2)C1c1ccccc1 (centres undefined)	0	-1	-16	0	7	-15	13	1	-5
COc1ccccc1CNC(=O)c1oc2ccc(S(=O)(=O)N3CCCC3)cc2c1C	-1	0	-17	0	-1	-1	-7	-1	-4
O=C(NCCSc1c[nH]c2ccccc12)c1ccco1	-1	-2	2	-7	7	5	1	0	5
CCOc1cc(C)c(C(C)C)cc1S(=O)(=O)NCc1ccccn1	19	3	10	0	24	4	-2	1	7
CCOC(=O)CSc1nn(C)c(=S)s1	11	-4	2	10	6	14	-6	9	2
Cc1ccccc1-n1c(N)cc(=O)[nH]c1=S	2	0	2	2	8	2	-3	10	10
O=C(c1ccc(NC2=NC3CS(=O)(=O)CC3S2)cc1)N1CCc2ccccc2C1 (centres undefined)	6	7	-21	-1	1	2	-6	4	7
CCOC(=O)c1cccc(NC(=O)CSc2nnc(C3CCCCC3)n2C)c1	2	8	5	0	12	22	-1	0	0
COc1ccc(-c2nn3c(-c4ccccn4)nnc3s2)cc1OC	x	x	x	4	x	x	-8	5	4
CCOC(=O)c1ccccc1NC(=O)CN(c1ccccc1OC)S(C)(=O)=O	6	16	21	-7	12	12	x	-1	-5

Part of the list above in order of heavy-atom count, smallest number first.
SMILES	FXIa inh mix	CatS inh	FXIIa inh mix	JNK3 blocker	CatG inh	C1s block	CatL inh	ROCK2 blocker	PKA inh
CCOC(=O)CSc1nn(C)c(=S)s1	11	-4	2	10	6	14	-6	9	2
CCOC(=O)c1ccccc1NC(=O)CN(c1ccccc1OC)S(C)(=O)=O	6	16	21	-7	12	12	x	-1	-5
COc1ccccc1CNC(=O)c1oc2ccc(S(=O)(=O)N3CCCC3)cc2c1C	-1	0	-17	0	-1	-1	-7	-1	-4

(cont.)
SMILES	FXIa inh mix	CatS inh	FXIIa inh mix	JNK3 blocker	CatG inh	C1s block	CatL inh	ROCK2 blocker	PKA inh
CCOc1ccc(-c2cc(C(=O)NCCCN3CCN(CC)CC3)c3ccccc3n2)cc1	1	-1	-2	-4	4	-38	-16	-3	-1
COc1ccccc1CNC(=O)c1cc2sccc2n1C	0	9	43	-9	1	-15	13	2	3
COc1ccc(C(O)P(=O)(OC2CCCCC2)c2ccc(N(C)C)cc2)cc1OC (centres undefined)	-11	-18	1	-5	-9	-83	-13	-4	-7
CC1CN(c2nc3c(c(=O)n(C)c(=O)n3C)n2Cc2c(F)cccc2Cl)CC(C)O1 (centres undefined)	-6	-4	-16	-1	0	-6	12	1	5
COc1cccc(-c2nnn(CC(=O)Nc3ccc(C)cc3C)n2)c1OC	-7	1	8	-1	5	-39	0	-1	1
O=c1[nH]cnc2c1sc(=S)n2-c1ccccc1	3	-2	7	-2	8	-17	x	2	6
COc1ccc(S(=O)(=O)Nc2cccc(C)n2)c2ccccc12	-1	4	1	3	-11	-3	17	7	6
CCCSc1nnc(Cn2c(=O)sc3ccccc32)n1C	6	4	-17	-2	-5	-7	-4	-8	8
COC(=O)c1ccccc1NC(=O)N1CCN(C/C=C/c2ccccc2)CC1	-1	9	5	-1	10	8	9	7	8
O=C(NCCCN1CCOCC1)c1ccc(Br)cc1	0	-6	11	3	6	3	x	7	10
COC(=O)c1ccc(Oc2nc(NC(C)C)nc(N(C)C)n2)cc1	12	-8	5	x	6	9	-3	x	-2
COc1cccc(-c2cc(C(=O)N3CCCc4ccccc43)no2)c1	13	-10	5	-3	9	12	3	-1	4
COc1ccc2cc(CCNC(=O)C3CC3)c(=O)[nH]c2c1	1	-1	-7	-4	-2	-21	8	6	6
CC1CC(=O)N(CC(=O)Nc2ccc3c(c2)OCO3)c2ccccc2S1 (centres undefined)	-2	1	9	0	3	1	-8	0	5
CCN1CCN(C(c2cc(OC)ccc2OC)c2nnnn2Cc2ccccc2)CC1 (centres undefined)	2	6	-13	-1	8	-1	24	5	6
CCN1CCCC1CNC(=O)Cn1cc2c(n1)CCC(C)C2 (centres undefined)	6	10	-1	0	8	-1	9	5	10
O=C(Nc1ccc2c(c1)OCCO2)NC12CC3CC(CC(C3)C1)C2	1	1	7	0	1	3	-4	5	6
CCC(Sc1nnnn1-c1ccccc1)C(=O)NC(C)c1ccccc1 (centres undefined)	0	-4	1	3	-2	5	10	5	7
[O-][n+]1ccc(C2CC2)cc1	-14	1	-15	4	2	-48	x	2	6
CCC1CCCCN1C(=O)COC(=O)c1cc2ccccc2cc1O (centres undefined)	-2	-1	7	2	8	-1	8	5	3
CCCn1nc(C(=O)OCC(=O)c2ccc3c(c2)NC(=O)CO3)c2ccccc2c1=O	-21	-14	5	4	-8	-50	-1	7	2
Cc1ccc(C)n1/N=C1/NC(=O)CS1	0	2	4	5	9	8	-6	9	7
CCOC(=O)/C(C#N)=C1/C=CN(c2ccccc2)C=N1	7	0	-1	x	10	1	-4	x	5
CC(C)C(c1nnnn1Cc1cccs1)N1CCN(C2CCCC2)CC1 (centres undefined)	-5	6	7	3	12	4	x	4	10
COC(=O)c1cc(NC(=O)c2c(Cl)nc3sccn23)cc(C(=O)OC)c1	5	4	1	-1	9	3	-1	4	4
O=C(O)c1ccc(Cl)cc1NC(=O)C1CCCO1 (centres undefined)	-3	-23	2	1	-6	-18	2	10	12
CC(C)C(NS(=O)(=O)c1cccs1)C(=O)NCc1ccc2c(c1)OCO2 (centres undefined)	-1	4	5	-1	-1	-3	x	2	0
CCOc1ccccc1N1CC(C(=O)Nc2ccc(C(=O)O)cc2)CC1=O (centres undefined)	1	-1	-1	-4	-9	-19	2	2	2
CC(C)N(Cc1nc(-c2ccccc2)no1)C(=O)c1ccc(Cl)cc1	7	-1	4	3	-1	-15	-11	12	2
CCn1c(CNC(C)=O)nnc1SCC(=O)c1ccc(Br)cc1	10	-1	12	-3	-1	-4	7	7	9
CC(=Nc1ccc2c(c1)nc(CO)n2C)C1=C(O)CC(C)(C)CC1=O	0	2	-16	-10	12	6	19	5	8
CC1(C)CC(=O)C=C(Nc2ccccc2NC(=O)c2cnccn2)C1	2	8	18	x	-4	-13	3	x	2
CCCN1C(=O)c2cc(C(=O)O)ccc2C1O (centres undefined)	-1	-11	9	-13	8	3	1	0	-7

Assay outcomes deposited in PubChem by several laboratories.
